# PGC1a acetyl inh – PGC1a acetylation modulation, inhibitor mode. inhibition, % at 15.6 µM. 0.17% of 350,000 active. U2OS PGC1a acetylation, AlphaScreen anti-acetyl-lysine; with virally co-expressed GCN5 acetyltransferase;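 active = every replicate shows inhibition of at least 40%; inconclusive = mean inhibition at least 40% but some replicate below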;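 also: 0% = neutral control wells and 100% = positive control wells; some results beyond the cut were filed as inactive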
# PglD inh – inhibitors of Campylobacter jejuni PglD acetyltransferase; purified PglD enzyme, DTNB colorimetric CoA detection; inhibition, % at 12.5 µM; 0.098% of 360,000 active; in the data active = inhibition above about 16%, passing the limit was not always enough; inconclusive = no clear call, values can overlap the other calls; also: strong numbers were not always called active
# ARNT TACC3 PPI – ARNT/TACC3 interaction disruption; 0.66% of 390,000 active; Q9Y6A5; AlphaScreen His-ARNT PAS-B/GST-TACC3 binding, luminescence; TACC3 fragment carries E629A point mutation; inhibition, % at 9.99 µM;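 active = mean inhibition of replicates at least 50% and at least half of replicates each reaching 50%; inconclusive = half or more replicates reach 50% but mean below 50%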;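 also: 0% = complete ARNT plus TACC3 wells and 100% = ARNT alone without TACC3; many hits fall short of the cut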
# Cneo AK release – causes C. neoformans cell lysis. adenylate kinase release luminescence, 4 h; normalised: neutral wells 0, clomiphene wells 100. lysis activity, % at 15 µM. 0.2% of 360,000 active;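 active = mean lysis activity across replicates of at least 80%, whatever share of replicates individually reach that level; inactive = mean lysis activity below 80%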
#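 Material: C. neoformans cells; Schedule: 4 h static compound exposure, 37 °C, read 1 h post-reagent; Measured by: adenylate kinase release luminescence; Read-out: signal increase indicating cell lysis; Controls: Clomiphene as positive lysis control.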
# Statin myotox sup – protects C2C12 myotubes from simvastatin toxicity | ATP luminescence, 48 h; scaled: DMSO 0, geranylgeraniol control 100 | rescue of ATP level, % at 7.49 µM | 0.78% of 330,000 active | AID 602340;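 active = mean ATP rescue above about 67%, or every replicate alone reaching that limit, limit read from the data, passing the limit was not always enough; inconclusive = no clear call, values can overlap the other calls; inactive = mean under the limit and some replicate under it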;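 also: myotubes were challenged with 10 µM simvastatin during compound exposure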
# LGR2 antag – blocks bursicon-induced cAMP signaling via Drosophila LGR2. HEK293 LGR2, CRE-luciferase, bursicon-stimulated, 4 h. 0.35% of 380,000 active. AID 720647. inhibition, % at 9.99 µM;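 active = drop in luminescence signal, shown as inhibition above about 50% in the replicate tests, limit read from the data, passing the limit was not always enough; inconclusive = probably only some replicates passing the limit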;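 also: agonist challenge used bursicon conditioned medium at about half maximal strength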
# GSIS activator – GLuc luminescence reporter in INS-1E cells, primary screen for activators of glucose-dependent secretion of insulin. INS-1E GLuc reporter insulin secretion, 2-3 h. activation, % at 16.6 µM. 0.61% of 370,000 active;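 active = lowest replicate activation of at least 40%, so every replicate reaches that level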;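 also: 0% = median of neutral control wells and 100% = median of IBMX positive control wells; some compounds called inactive have numbers as strong as hits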
# PAX8 reporter – lowers PAX8-driven luciferase in RMG-I cells | 1.2% of 360,000 active | inhibition, % at 12.6 µM | RMG-I TPO-luciferase reporter, SteadyGlo, 24 h;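 active = mean replicate inhibition at least 60% with every replicate also reaching 60%; inconclusive = only one of the two criteria is met; inactive = mean below 60% and not all replicates reaching 60%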;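 also: luciferase light reporting Pax8 driven TPO promoter activity; plate controls were median of neutral control wells for no effect and mitoxantrone controls for full effect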
# * hit, by the source's call; ? = inconclusive; nt = no result given; & = joins results of further samples.
SMILES,PGC1a acetyl inh,PglD inh,ARNT TACC3 PPI,Cneo AK release,Statin myotox sup,LGR2 antag,GSIS activator,PAX8 reporter
CC1c2nc3ccccc3n2C(CC(=O)NC2CC2)C(=O)N1Cc1ccccc1 (stereo unspecified),nt,-1,-2,-1,-2,-30,12,20
CCCCC(=O)N(C)c1c(CC)nc2c(OCC(=O)c3ccc(Cl)cc3Cl)cccn12,1,-4,nt,0,-11,-8,7,-3
O=C(C[C@@H]1CC[C@H](NC(=O)c2ccncc2)[C@H](CO)O1)NCC1CCCCC1,-5,-2,-1,51,-9,2,5,-10
COc1cccc(-c2ccc3c(c2)[C@H]2[C@H](CCN2S(=O)(=O)C2=NC(C)C=N2)[C@@H](CO)N3C)c1 (stereo partly specified),0,1,33,-1,20,12,-19,10
COc1cc(Nc2nc(-c3ccccc3)c3cc(C)ccc3n2)cc(OC)c1OC,-16,3,3,1,-6,nt,nt,nt
C[C@@H]1CCCCO[C@@H](CN(C)C(=O)Nc2ccccc2)[C@@H](C)CN([C@H](C)CO)C(=O)c2cc(N(C)C)ccc2O1,0&3&2,-2&-2&6,-1&-2,0&1&1,2&9,-1&-18,0&5,-11&-7&-1
CCN(C[C@H]1N[C@@](CC)(C(=O)OC)[C@H]2C(=O)N(Cc3ccccc3)C(=O)[C@@H]12)C(=O)C1CCCCC1,4,-7,-3,4,-16,-14,-9,15
Cc1ccc(C(=O)NC(=S)Nc2ccc(N3CCN(C(=O)c4ccco4)CC3)cc2)cc1,-5,-6,1,-2,-7,9,-7,3
O=C1CCCC2=C1C(c1ccccn1)Nc1ccc(C(=O)c3ccccc3)cc1N2 (stereo unspecified),nt,nt,46*,nt,nt,4,-6,3
O=C(Nc1cccc(Cl)c1)C1C2C=CC3(O2)C1C(=O)N(CCCN1CCCCC1)C3C(=O)NC1CCCCC1 (stereo unspecified),-16,4,0,6,-5,-3,8,-1
O=C(Cc1coc(-c2ccc(F)cc2)n1)N1CCOCC1,-6,5,1,-1,-3,nt,nt,nt
COc1ccc(-c2cc(-c3n[nH]c(=S)n3-c3cccc4ccccc34)[nH]n2)cc1,-6,1,-3,0,25,23,-26,-2
CCOC(=O)C1CCN(C(=O)c2ccc(OCC)c(OCC)c2)CC1,6,4,1,18,-14,10,4,nt
Cc1ccc(CNC(=O)C2CCCN(C(=O)N(C)C)C2)cc1 (stereo unspecified),-9,-6,-4,1,8,8,7,nt
CN(C)CCN(C(=O)c1ccc(Br)s1)c1nc2cc3c(cc2s1)OCCO3,-9,-2,0,0,nt,-12,4,-86
CCCC(=O)Nc1ccc2c(c1)OC[C@@H](C)N(Cc1ccccn1)C[C@@H](C)[C@@H](OC)CN(C)C2=O,2,-3,0,0,19,-1,16,-3
O=C(Nc1ccccc1)C1Cc2c(-c3cccc(F)c3)ccnc2O1 (stereo unspecified),4,-1,nt,0,9,-22,-15,3
CSCC[C@H](NC(=O)CCCn1nnc2ccccc2c1=O)C(=O)O,5,nt,-12,nt,6,7,14,11
COc1cc(NS(=O)(=O)c2ccc(NC(=S)NC(=O)c3sc4ccccc4c3Cl)cc2)nc(OC)n1,16,-9,-2,2,nt,-12,27,-4
COc1ccc(-c2nc(C#N)c(NC(C)C)o2)cc1,-24,-1,3,-1,-7,-31,7,nt
O=C1c2ccccc2C(=O)N1CCCCSc1nc2ccccc2c(=O)n1CCCN1CCOCC1,-12,nt,nt,nt,nt,-8,-22,12
COC(=O)c1ccccc1NC(=O)c1ccc(NC(=O)C2CCCO2)cc1 (stereo unspecified),2,-2,nt,2,nt,1,9,9
CC(=O)Nc1ccc(NC(=O)C2CC(=O)N=C(N)S2)cc1 (stereo unspecified),3,0,nt,1,-1,nt,nt,nt
COC(=O)c1c(C)[nH]c(C(=O)C(C)OC(=O)C2CC(=O)N(CCc3ccccc3)C2)c1C (stereo unspecified),1,1,2,0,18,nt,nt,1
Cc1noc(C)c1NC(=O)N(C)C[C@@H]1Oc2c(NS(=O)(=O)c3c(C)noc3C)cccc2C(=O)N([C@@H](C)CO)C[C@@H]1C,4,0,-11,-1,nt,-19,5,nt
O=C(COc1ccccc1Cl)NNC(=O)c1ccc(-n2cncn2)c([N+](=O)[O-])c1,nt,-4,3,2,0,-7,-12,-20
CCCC(=O)Nc1cc(C)c(NC(=O)C23CC4CC(CC(C4)C2)C3)cn1,-9,2,nt,0,-3,nt,nt,26
CN(C)S(=O)(=O)c1cccc(CNCC2COc3ccccc3O2)c1 (stereo unspecified),6,2,-2,0,3,-17,9,16
COc1ccc(S(=O)(=O)N(C)C[C@@H]2OCCCC[C@H](C)Oc3ccc(NS(=O)(=O)c4ccccc4)cc3C(=O)N([C@H](C)CO)C[C@H]2C)cc1,1,-1,6,-1,nt,3,-14,76*
CCOC(=O)c1sc(Nc2ccc(C)cc2C)nc1C,-10,2,nt,2,nt,nt,-12,2
COc1ccc(CCNC(=O)CSc2nc3scc(-c4ccccc4)c3c(=O)[nH]2)cc1,-12,-4,5,2,21,11,-15,11
C[C@H]1CN([C@@H](C)CO)C(=O)Cc2cc(NC(=O)Nc3ccc4c(c3)OCO4)ccc2O[C@@H]1CN(C)Cc1ccc(Cl)c(Cl)c1,-2,-4,nt,-2,?,1,-1,-4
Cc1cccc(C)c1N=Cc1c(O)n(-c2nccs2)c(=O)c2ccccc12,-9,-9,0,0,4,nt,nt,nt
O=C(c1ccc(CNS(=O)(=O)c2ccccc2)cc1)N1CCN(c2ccccn2)CC1,7,-2,nt,0,-19,nt,nt,nt
COC(=O)COc1ccc(NC(=O)C(c2ccccc2)c2ccccc2)cc1,-1,-3,-3,4,-5,-1,-2,25
Cc1ccc2[nH]c(C)c(CCNC(=O)c3cc4cc([N+](=O)[O-])ccc4oc3=O)c2c1,-7,-5,1,nt,nt,-11,-30,7
C/C(=C\c1ccc(N)cc1)c1nc2ccccc2[nH]1,7,-1,3,-12,0,-120,8,-158
CCN(CC)C(=O)CN(C#N)c1nc(Cl)nc(N(C)C)n1,nt,nt,2,nt,nt,-5,1,11
CCn1c(C)nc2cc(C(=O)N/N=C(\C)c3ccccc3O)ccc21,2,nt,29,nt,nt,-39,0,-62
COc1cccc(S(=O)(=O)N(C)C[C@@H]2OCc3cn(nn3)CCCC(=O)N([C@@H](C)CO)C[C@@H]2C)c1,-5,nt,nt,nt,0,-5,2,-5
C[C@@H]1NC(=O)c2cc([N+](=O)[O-])cc(F)c2NCCC[C@@H](C(N)=O)NC(=O)[C@H](CC(N)=O)NC1=O,nt,-2,-1,2,-1,6,6,-12
COc1ccc(C(=O)Nc2ccc(O)cc2C(=O)O)cc1,-13,nt,-1,nt,nt,nt,5,35
CC1=C(C(=O)Nc2ccc(F)cc2)C(c2cccc(C)c2)n2nc(CCCO)nc2N1 (stereo unspecified),3,4,2,-1,5,-7,8,-8
Cc1c(-c2ccccc2)nc(-c2ccccc2)[nH]c1=O,19,nt,nt,nt,0,20,45,-21
O=C(COC(=O)[C@H](Cc1c[nH]c2ccccc12)NC(=O)c1ccc(Cl)cc1)Nc1ccc2c(c1)OCO2,1,6,-4,-1,1,nt,nt,6
CCC(=O)Nc1ccc2c(c1)OC[C@@H](C)N(C(=O)CC1CC1)C[C@@H](C)[C@@H](OC)CN(C)C2=O,nt,12,4,65,11,12,-6,nt
O=C(Nc1ccc2c(c1)[C@@H]1C[C@H](CC(=O)N3CCOCC3)O[C@H](CO)[C@@H]1O2)C1CCOCC1,5,-3,-7,-1,7,-6,3,-3
Cc1ccc(OCCOC(=O)CCc2nc3ccccc3c(=O)[nH]2)cc1,1,7,0,1,-6,23,-4,-3
O=C(c1ccccc1F)N1C[C@H]2[C@@H](c3ccccc31)[C@@H](CO)N2C(=O)c1cccnc1,8,2,-3,0,10,0,12,18
c1cncc(-c2nnc3n2N=C(c2cccs2)CS3)c1,10,-2,44,-3,-4,nt,nt,7
N#Cc1ccc(-c2ccc([C@H]3[C@H]4CN(C(=O)Nc5ccc(F)cc5)CCCCN4[C@H]3CO)cc2)cc1,-12,0,nt,2,2,-4,-21,8
COc1ccc(NC(=O)c2ocnc2C)cc1OC,-3,3,-12,0,11,nt,nt,nt
O=S(=O)(Cc1ccco1)Cc1nc(-c2ccc(Cl)cc2)cs1,-6,-2,nt,0,nt,-13,18,-5
Cc1ccccc1NC(=O)CSc1nc2ccccc2c2nc(CCn3cncc3C)nn12,nt,0,-10,4,nt,-11,2,25
COc1cc(C#Cc2ccc3cc(C(C)(C)O)oc(=O)c3c2)cc(OC)c1,8,-3,-6,-1,-28,-16,14,-5
COc1ccc(C2=CC(=O)N(Nc3ccccc3)C2=O)cc1,4,0,nt,0,nt,10,-36,3
CCn1ncc(/C=N\NC(=O)c2cc(-c3ccc(C)cc3C)nc3ccccc23)c1C,5,0,-3,-2,18,nt,nt,17
Cc1ccc(NC(=O)CN2CCC(NC(=O)c3cccc(F)c3)CC2)cc1C,6,-1,-8,4,-9,-4,-19,10
CC(C)=C1Cc2ccccc2C1=O,nt,nt,-13,nt,nt,26,-9,-7

# Sorted by formula weight (lowest first): part of the list above.
SMILES,PGC1a acetyl inh,PglD inh,ARNT TACC3 PPI,Cneo AK release,Statin myotox sup,LGR2 antag,GSIS activator,PAX8 reporter
CC(C)=C1Cc2ccccc2C1=O,nt,nt,-13,nt,nt,26,-9,-7
Cc1c(-c2ccccc2)nc(-c2ccccc2)[nH]c1=O,19,nt,nt,nt,0,20,45,-21
COc1ccc(C2=CC(=O)N(Nc3ccccc3)C2=O)cc1,4,0,nt,0,nt,10,-36,3
c1cncc(-c2nnc3n2N=C(c2cccs2)CS3)c1,10,-2,44,-3,-4,nt,nt,7
Cc1ccc(OCCOC(=O)CCc2nc3ccccc3c(=O)[nH]2)cc1,1,7,0,1,-6,23,-4,-3
Cc1ccc(NC(=O)CN2CCC(NC(=O)c3cccc(F)c3)CC2)cc1C,6,-1,-8,4,-9,-4,-19,10
CCn1ncc(/C=N\NC(=O)c2cc(-c3ccc(C)cc3C)nc3ccccc23)c1C,5,0,-3,-2,18,nt,nt,17
O=C(c1ccccc1F)N1C[C@H]2[C@@H](c3ccccc31)[C@@H](CO)N2C(=O)c1cccnc1,8,2,-3,0,10,0,12,18
Cc1ccccc1NC(=O)CSc1nc2ccccc2c2nc(CCn3cncc3C)nn12,nt,0,-10,4,nt,-11,2,25
CCC(=O)Nc1ccc2c(c1)OC[C@@H](C)N(C(=O)CC1CC1)C[C@@H](C)[C@@H](OC)CN(C)C2=O,nt,12,4,65,11,12,-6,nt
O=C(Nc1ccc2c(c1)[C@@H]1C[C@H](CC(=O)N3CCOCC3)O[C@H](CO)[C@@H]1O2)C1CCOCC1,5,-3,-7,-1,7,-6,3,-3
N#Cc1ccc(-c2ccc([C@H]3[C@H]4CN(C(=O)Nc5ccc(F)cc5)CCCCN4[C@H]3CO)cc2)cc1,-12,0,nt,2,2,-4,-21,8
O=C(COC(=O)[C@H](Cc1c[nH]c2ccccc12)NC(=O)c1ccc(Cl)cc1)Nc1ccc2c(c1)OCO2,1,6,-4,-1,1,nt,nt,6
